# Assay outcomes from PubChem BioAssay.
# TEAD-YAP inh: TEAD-YAP interaction inhibition. HEK-TIYL cells, TEAD-Gal4/YAP UAS-luciferase luminescence. inhibition, % at 9.12 µM. actives 1.4% (n = 640,000); in the data active means inhibition above about 32%;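 further: 0% = median of test compound wells and 100% = reference inhibitor wells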
# GPR151 ag: human GPR151 activation | PathHunter beta-arrestin GPR151 cells, luminescence | activation, % at 11.2 µM | actives 1% (n = 650,000); in the data active means activation above about 4.9%;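 further: 0% = median of compound wells and 100% = cells with positive control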
# Target sequence (Q8TDV0 whole entry, looked up): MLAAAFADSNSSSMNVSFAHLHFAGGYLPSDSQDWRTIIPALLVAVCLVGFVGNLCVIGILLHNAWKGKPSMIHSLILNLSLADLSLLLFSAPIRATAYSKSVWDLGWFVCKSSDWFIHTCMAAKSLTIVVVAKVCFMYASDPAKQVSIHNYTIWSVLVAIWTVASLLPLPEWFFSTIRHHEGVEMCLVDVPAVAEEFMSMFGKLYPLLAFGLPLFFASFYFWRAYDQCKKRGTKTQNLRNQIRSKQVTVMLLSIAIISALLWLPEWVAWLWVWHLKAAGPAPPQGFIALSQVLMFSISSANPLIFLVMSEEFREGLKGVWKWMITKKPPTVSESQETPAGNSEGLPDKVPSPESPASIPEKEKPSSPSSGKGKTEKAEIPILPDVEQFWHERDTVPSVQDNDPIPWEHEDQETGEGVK
# MITF inh: blocks human microphthalmia-associated transcription factor. actives 0.91% (n = 650,000). inhibition, % at 2.6 µM. AID 1259374. O75030. AlphaScreen MITF homodimerization, bead proximity signal; in the data active means inhibition above about 50%;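 further: 0% = vehicle wells with protein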
# FBW7 act: activators of human E3 ligase FBW7. actives 0.13% (n = 650,000). AID 1259310. normalized activity (activation), % at 26.1 µM. Q969H0. AlphaScreen FBW7–phospho-cyclin E peptide binding, activator screen; in the data active means normalized activity above about 1.9%;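 further: purified mutant Fbw7 with reduced substrate affinity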
# Target sequence (Q969H0 whole entry, looked up): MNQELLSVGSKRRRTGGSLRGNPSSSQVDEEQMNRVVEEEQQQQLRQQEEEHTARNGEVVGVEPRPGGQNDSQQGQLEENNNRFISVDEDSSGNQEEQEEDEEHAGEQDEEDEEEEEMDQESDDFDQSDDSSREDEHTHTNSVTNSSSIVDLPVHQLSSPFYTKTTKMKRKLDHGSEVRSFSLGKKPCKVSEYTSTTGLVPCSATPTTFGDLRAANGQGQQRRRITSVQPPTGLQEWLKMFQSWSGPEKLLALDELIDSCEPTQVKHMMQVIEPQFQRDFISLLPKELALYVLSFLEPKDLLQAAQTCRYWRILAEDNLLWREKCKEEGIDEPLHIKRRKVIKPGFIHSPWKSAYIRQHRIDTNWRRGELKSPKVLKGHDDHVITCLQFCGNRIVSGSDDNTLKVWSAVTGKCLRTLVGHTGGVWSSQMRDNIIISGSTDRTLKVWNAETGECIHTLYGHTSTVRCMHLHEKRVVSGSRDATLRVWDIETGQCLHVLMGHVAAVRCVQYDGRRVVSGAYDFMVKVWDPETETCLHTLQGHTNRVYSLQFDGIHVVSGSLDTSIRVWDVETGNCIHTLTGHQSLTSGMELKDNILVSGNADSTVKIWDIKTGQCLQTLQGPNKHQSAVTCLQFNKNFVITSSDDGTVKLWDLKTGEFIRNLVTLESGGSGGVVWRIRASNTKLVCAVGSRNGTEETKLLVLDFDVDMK
# * = called active by the depositor; / = not tested or not shown.
SMILES,TEAD-YAP inh,GPR151 ag,MITF inh,FBW7 act
CCOc1c(Cl)cc(C(=O)OCC(=O)N2c3ccccc3NC(=O)C2(C)C)cc1OC,32.4*,-0.7,14.2,0.1
CCCNC(=O)CN1C(=O)CC(C)(C)Sc2ccccc21,8.7,2.1,8.0,0.2
Cc1ccc(C(C)C)c(OCC(=O)NNC(=O)COc2ccc(Cl)cc2)c1,11.0,-0.8,9.1,0.2
O=C(NC1(C(F)(F)F)NC(=O)N(Cc2ccco2)C1=O)c1cccs1 (stereo unspecified),8.0,-0.8,1.8,-0.2
CCn1c(CCNC(=O)c2ccccc2OC)nc2ccccc21,-5.2,-2.3,-12.5,1.1
O=C(Cn1c(NCCCO)nc2ccccc21)c1cccs1,-4.8,-0.3,-15.4,-0.2
COC(=O)C1=C(C(=O)OC)[C@@H]2Nc3ccccc3[C@@]23C[C@@H](C(=O)OC)N=C3N1,/,1.1,6.8,-0.1
CCCCC(c1nnnn1CCOC)N1CCN(c2ccccc2)CC1 (stereo unspecified),-0.9,5.1*,7.1,0.0
CCOc1ccc2nc(N3CCCN(Cc4ccc(OCCO)cc4)CC3)nc(C)c2c1,-1.9,-0.3,-3.2,0.1
CCNC(=O)CC1C(=O)N(C)C(=S)N1NC(=O)c1ccc(Cl)cc1 (stereo unspecified),1.9,-0.6,-19.2,1.0
Cc1ccc(NC(=O)Nc2ccc3c(c2)nnn3C)cc1C,-26.7,0.9,6.8,0.8
O=C(N/N=C/c1ccccc1Cl)c1c[nH]c2ccccc12,-33.2,0.7,9.0,0.3
O=[N+]([O-])c1cccc(CSc2nc(Nc3ccc(F)c(F)c3)c3ccccc3n2)c1,-10.4,1.5,-2.1,-0.1
O=P(O)(CN1CCOCC1)C1CCCCC1O (stereo unspecified),3.7,-0.3,4.0,-0.1
COc1ccc(/C(N)=N/OC(=O)c2cccc(I)c2)cc1,2.8,1.4,-0.6,0.1
COc1ccccc1N1CCN(C(=O)c2ccc(C)cc2)CC1,1.4,-0.7,0.9,-0.1
C/C(=N/NS(=O)(=O)c1ccc(C)cc1)C(C)(C)CC(=O)O,-3.2,0.0,-6.7,0.0
Cc1cccc2nc(CCl)cc(=O)n12,6.0,1.4,2.5,-0.3
COc1ccc(-c2c(C)nn3c(N4CCCC(O)C4)c4c(nc23)CCC4)cc1 (stereo unspecified),-16.5,1.0,-4.0,-0.3
CCn1c2ccccc2c2cc(/C=C/[N+](=O)[O-])ccc21,28.3,0.1,14.1,0.1
CC1(C)CC(=O)C2=C(C1)Nc1ccccc1N(C(=O)C(F)(F)F)C2c1cccnc1 (stereo unspecified),4.0,0.4,12.6,0.2
CC(=O)Nc1nc([N+](=O)[O-])c(SCC(=O)O)s1,-8.2,-0.6,-8.2,0.1
COC(=O)c1ccccc1CCC(C)=O,-0.8,1.9,-2.1,0.0
COc1cc(CNCc2cccnc2)ccc1OCc1ccc(F)cc1,-13.3,0.4,-14.2,-0.1
O=C(CCc1ccc(O)c(O)c1)NNC(=S)NCCc1ccccc1,2.9,0.4,15.9,0.0
Cc1cc2c(cc1C)CSC(c1cccc([N+](=O)[O-])c1O)SC2,-2.4,-0.9,11.3,0.0
COc1ccc(Cl)cc1C(=O)N/C(=C\c1cccc([N+](=O)[O-])c1)C(=O)Nc1cc(Cl)cc(Cl)c1,-4.8,0.1,-14.0,0.0
COCc1nnc(NC(=O)c2ccc([N+](=O)[O-])cc2Cl)s1,-41.1,-1.1,0.6,0.1
COc1ccccc1C1(NC(=O)c2cccc(N3CCCCS3(=O)=O)c2)CCCC1,11.7,0.2,13.9,0.1
CCCCOC(=O)c1ccc(Nc2c([N+](=O)[O-])c(=O)oc3ccccc23)cc1,-15.0,-2.4,-0.3,-0.1
COc1ccccc1NCC(=O)N/N=C/c1cc(Br)ccc1O,24.5,9.8*,14.7,-0.1
CCN1CCN(CCCNC(=O)c2ccc(CNc3nc(=S)[nH]c4ccccc34)cc2)CC1,1.1,1.0,3.6,0.0
COc1ccc(C(=O)N(Cc2cccnc2)Cc2cc3ccccc3[nH]c2=O)cc1,-8.0,1.5,16.7,0.5
O=C(O)CCc1ccc(-c2cnn3c(NCc4cccs4)ccnc23)cc1,-31.7,-3.6,-26.6,-0.4
COc1ccc(NC(=O)c2noc(C(C)C)c2[N+](=O)[O-])cc1,3.1,-0.3,7.7,0.0
CCn1c2ccccc2c2cc(NC(=O)CN3C(=O)c4ccccc4C3=O)ccc21,-6.2,-1.1,5.8,0.1
Cc1cccc(CN2CCN(Cc3ccc(C4CCCC4)s3)CC2CCO)n1 (stereo unspecified),4.5,-0.1,-6.6,-0.1
CCOC(=O)c1c(NC(=O)COc2ccc(C)cc2Br)sc2c1CCCC2,1.1,0.0,3.0,-0.1
CC(C)C(=O)Nc1ccc(NC(=S)NC(=O)/C=C/c2ccco2)cc1,-1.2,-0.7,12.4,0.1
COc1ccc(-c2cc(C(F)(F)F)n3ncc(C(=O)NCc4ccco4)c3n2)cc1,-1.9,0.4,3.2,0.1
CCOc1ccc(C(O)(CCN2CCCCC2)c2cccc(C)c2)cc1 (stereo unspecified),-5.1,-0.5,-8.4,0.1
Cc1ccc(NC(=O)CCC(=O)Nc2cccc(C)c2)cc1,-6.0,-0.5,4.4,0.0
CCOC(=O)C1=C(C)N=C2SCCC(=O)N2C1c1ccc(OC)c(OC)c1 (stereo unspecified),-7.9,0.0,1.2,-0.1
COc1ccc(C2(c3ccccc3F)C=Cc3c(ccc4oc5ccccc5c34)O2)cc1 (stereo unspecified),-0.1,2.3,11.2,0.1
CC(C(=O)O)N1C(=O)NC2NC(=O)NC21 (stereo unspecified),-22.2,1.0,8.7,-0.5

# 2 of the compounds above, with two lines to a compound:
# Order of results – TEAD-YAP inh	GPR151 ag	MITF inh	FBW7 act
> Cc1cccc(CN2CCN(Cc3ccc(C4CCCC4)s3)CC2CCO)n1 (stereo unspecified)
 : 4.5	-0.1	-6.6	-0.1
> COc1ccc(C(=O)N(Cc2cccnc2)Cc2cc3ccccc3[nH]c2=O)cc1
 : -8.0	1.5	16.7	0.5

# Additional entries follow.
SMILES,TEAD-YAP inh,GPR151 ag,MITF inh,FBW7 act
Cc1nc(SCC(=O)Nn2c(-c3ccccc3)nc3ccccc3c2=O)n[nH]1,1.6,-1.0,3.9,0.1
Cc1cc(NC(=O)Nc2cccc(Cl)c2)n(C(C)(C)C)n1,9.6,0.3,15.8,0.6
CC(C)Nc1nc(-c2ccc([N+](=O)[O-])cc2)nc2ccccc12,-12.0,0.1,-13.6,0.1
COc1ccc(/C=C2/SC(=O)N(CCC(=O)O)C2=O)cc1,29.1,0.5,-2.8,-0.1
NC(=O)Cn1nc([N+](=O)[O-])nc1Sc1n[nH]c(-c2ccccc2Cl)n1,-15.1,1.1,-5.0,-0.2
COC(=O)c1cnn2c1NCN(Cc1cccc(OC)c1)C2,3.3,-0.4,4.0,-0.4
CN(CC(=O)NCCc1ccccc1)c1nnc(N2CCCC2=O)s1,-0.6,-3.5,11.2,0.8
O=[N+]([O-])c1ccc(N/N=C/c2c(O)ccc3cc([N+](=O)[O-])ccc23)cc1,6.1,0.0,13.8,-0.1
O=C(O)CCC(NCc1ccco1)C(=O)O (stereo unspecified),7.5,-0.5,62.3*,0.0
CCCn1c(=N)c(C(N)=O)cc2c(=O)n3cc(C)ccc3nc21,11.1,2.5,1.8,-0.1
COCCCNC(=O)/C(=C/c1ccccc1)NC(=O)c1ccc(C)cc1,7.1,0.1,5.3,0.1
COc1cc(C(C)=O)ccc1COc1ccc(/C=N/n2c(C)nnc2C)cc1OC,2.2,-1.5,2.8,-0.2
CC(=O)c1ccc(NC(=O)CSc2ccc3nnc(-c4ccccc4)n3n2)cc1,10.1,1.9,21.3,0.3
CCOC(=O)C1(Cc2ccc(Cl)cc2)CCN(C(=O)C(C)N2CCOCC2)CC1 (stereo unspecified),-4.3,-0.1,-2.8,0.0
COC(=O)C1=CN(Cc2ccc(Cl)cc2)C=C(C(=O)OC)C1c1cccc(Oc2ccccc2)c1,-3.3,-0.6,-36.6,0.6

# Quoted at random: four records from the list, in no set order.
SMILES,TEAD-YAP inh,GPR151 ag,MITF inh,FBW7 act
CC(C)Nc1nc(-c2ccc([N+](=O)[O-])cc2)nc2ccccc12,-12.0,0.1,-13.6,0.1
CCOC(=O)C1(Cc2ccc(Cl)cc2)CCN(C(=O)C(C)N2CCOCC2)CC1 (stereo unspecified),-4.3,-0.1,-2.8,0.0
CCCn1c(=N)c(C(N)=O)cc2c(=O)n3cc(C)ccc3nc21,11.1,2.5,1.8,-0.1
CN(CC(=O)NCCc1ccccc1)c1nnc(N2CCCC2=O)s1,-0.6,-3.5,11.2,0.8

# (further entries)
SMILES,TEAD-YAP inh,GPR151 ag,MITF inh,FBW7 act
COCCCN1C(=O)c2[nH]nc(-c3ccccc3O)c2C1c1ccc(OC)c(OC)c1 (stereo unspecified),-5.3,0.1,-3.1,-0.1
Cc1ccc(C2CC(c3cccs3)=NN2C(=O)CSc2nnc(CNC(=O)COc3ccccc3)n2-c2ccc(F)cc2)cc1 (stereo unspecified),11.2,2.2,-11.8,0.0
CC1CC(C)CN(C(=O)C(=O)c2c[nH]c3ccccc23)C1 (stereo unspecified),10.6,0.0,-10.2,0.1
Cc1ccc(-c2c(Nc3cccc(F)c3)c(=O)c2=O)cc1,49.7*,-0.3,8.7,0.1
COc1ccc(NC(=O)CN(c2ccc(Cl)cc2)S(=O)(=O)c2ccc(OC)cc2)cc1,4.5,-0.2,22.2,0.4
COCCCNC(=O)c1sc2ncnc(N3CCN(c4ccccc4)CC3)c2c1C,-0.3,1.1,13.4,-0.6
CCC(=O)c1ccc(OCC(O)COc2ccc(C(=O)CC)cc2OC)c(OC)c1,-8.2,-0.1,3.5,-0.2
Fc1cccc(CNCC2CCCO2)c1 (stereo unspecified),-4.6,-0.1,-3.1,0.0
Cc1oc(-c2cccs2)nc1CSCC(=O)NCCCN1CCOCC1,-7.9,0.8,-22.0,0.2
NC(=O)c1ccccc1NC(=O)c1ccccc1[N+](=O)[O-],-3.8,0.2,-10.6,0.0
CCn1c(=S)[nH]c2sc3c(c2c1=O)CC(C)(C)OC3,0.3,0.8,5.8,0.1
CC1Cn2c(nnc2C23CC4CC(CC(C4)C2)C3)S1 (stereo unspecified),9.1,0.1,16.7,1.1
O=C(O)C1CCCCN1S(=O)(=O)c1ccc(Br)cc1 (stereo unspecified),-1.7,0.2,10.8,0.2
CCCOc1ccc(C2C(C(=O)OC)=C(C)NC3=C2C(=O)CC(c2ccc(OC)cc2)C3)cc1 (stereo unspecified),26.0,-0.2,5.1,-0.1
CCOc1ccc(C(=O)Nc2cccc(C)n2)cc1,43.0*,-9.2,9.3,0.0
Cc1cccc(N(C(=O)c2csnn2)C(C(=O)NC(C)(C)C)c2ccco2)c1C (stereo unspecified),7.0,-0.8,15.7,0.6
Cc1ccc(NC(=O)Cc2ccc(F)cc2)cc1,-31.6,-1.0,10.7,0.0
O=C(NCC1(c2ccc3c(c2)OCCO3)CCCC1)c1cccc([N+](=O)[O-])c1,-4.6,0.7,9.4,-0.1
COC(=O)c1ccc(C(=O)OC)c(NC(=O)CN2C(=O)c3ccccc3C2=O)c1,0.6,0.7,6.4,0.2
CC12c3ccccc3C(c3ccccc31)C1C(=O)N(c3ccc(I)cc3)C(=O)C12 (stereo unspecified),-5.9,2.0,-13.6,-0.2
O=C(NCCN1CCOCC1)c1cccc(Nc2ccc(N3CCOCC3)cc2)n1,-3.0,1.1,0.4,0.1
COc1ccc(S(=O)(=O)Nc2nccnc2-c2ccc3c(c2)OCO3)cc1,3.9,-0.1,13.7,-0.1
Cc1cccc(C)c1OCCNC(C)(C)C,15.0,0.8,31.4,0.1
Cc1ccc(C)c(NC(=O)CN(c2cccc(C)c2C)S(=O)(=O)c2ccccc2)c1,0.6,-0.1,17.7,0.5
CCC[C@@H]1NC(=O)[C@@H]2C[C@H](NC(=O)c3ccccc3Cl)CN2C1=O,0.7,0.2,1.7,-0.2
O=S(=O)(c1cc(Cl)ccc1Cl)N1CCN(Cc2c(F)cccc2F)CC1,-2.9,0.7,-3.2,-0.2
CSCCC(NC(N)=O)C(=O)NNC(=O)c1cccc(Cl)c1 (stereo unspecified),-5.7,0.8,8.4,0.8
C1=CC2C(C1)C1CC2C2N=NN(c3ccccc3)C12 (stereo unspecified),3.8,-1.6,17.3,0.0
Cc1c(NC(=O)CSc2nnc(N)s2)c(=O)n(-c2ccccc2)n1C,-0.1,0.0,-2.9,-0.1
COc1ccc(CC(=O)Nc2cc(C)cc(C)c2)cc1OC,-5.8,0.8,6.4,-0.1
COc1ccc(C2C(C)C3(N)NC(=O)C(C#N)(C3C)C2(C#N)C#N)cc1 (stereo unspecified),0.0,0.1,4.2,-0.1
O=C(c1cc(Cl)cc(Cl)c1)N1CCN2C(=O)[C@@H]3CCCN3C(=O)[C@H]2C1,-2.6,-0.7,1.5,0.1
COc1ccc(OC)c(-c2noc(N3CCN(C4CCCCC4)CC3)n2)c1,0.7,0.8,-12.8,0.2
OC(CNCc1ccco1)Cn1c2ccc(Cl)cc2c2cc(Cl)ccc21 (stereo unspecified),-10.3,1.9,-8.7,0.1
O=C(NCCO)c1c(O)c2c([nH]c1=O)CCCC2,9.5,2.4,-5.0,0.0
Cc1cccc(N(CC(N)=O)C2SC(=O)N(C)C2=O)c1 (stereo unspecified),0.6,0.5,-11.0,-0.1
Cc1cc(C)nc(SCc2cc(=O)c(OC(=O)c3cccc4ccccc34)co2)n1,-0.6,-0.9,0.1,-0.2
COCCn1c(=NC(C)=O)sc2cc(Cl)ccc21,-10.8,1.1,-9.2,0.1
Cc1ccc(C(=O)NC(=S)N2CCNC(=O)C2)cc1I,0.2,0.5,11.8,0.1
O=C(CSc1nc2ccccc2[nH]1)Nc1nncs1,3.1,0.6,1.7,-0.1
